Screening data from PubChem BioAssay.
Pin1 inh – inhibitors of human Pin1. Q13526. Pin1 FP peptide displacement, HiFluor488, 10 min. Potency, µM (titrated, usually from 115 µM), for inactives: at the highest dose activity, negative = inhibition, usual class: inhibitors. 390,000 compounds, 0.009% hits. AID 504891; active = well fitted inhibition curve with a large enough effect in the polarisation, with a control signal flat, not every such curve was filed as active; inconclusive = small, poorly fitted or top-dose-only effect, or effect the other way, or a change in a side signal; inactive = no such curve, though single readings can be large or run the other way; the % refers to the polarisation; note: potency is the fitted concentration of half-maximal effect; % is set by controls: 0 for no effect and ±100 for the full control effect
Target sequence (Q13526 whole entry, looked up): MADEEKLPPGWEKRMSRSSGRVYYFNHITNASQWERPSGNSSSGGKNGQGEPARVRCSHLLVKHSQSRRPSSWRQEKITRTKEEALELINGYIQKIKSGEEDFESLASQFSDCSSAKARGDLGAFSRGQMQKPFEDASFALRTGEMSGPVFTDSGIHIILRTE
IDH1 R132H inh – inhibitors of human mutant IDH1 R132H | O75874 | IDH1-R132H enzyme, NADPH consumption, diaphorase/resazurin fluorescence | Potency, µM (top dose mostly 76.6 µM), for inactives: at the top dose activity change, negative = inhibition, actives largely listed as inhibitors | 390,000 compounds, 0.093% hits | AID 602179; note: potency is the fitted concentration of half-maximal effect; % is set by controls: 0 for no effect and ±100 for the full control effect; nearly all actives have a fitted effect of over 65% in size
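IDH1-R132H (0.5 ug/mL) preincubated 30 min with compound, then NADPH (0.016 mM) and alpha-KG (2 mM) added; 80 min at RT, pH 7.5. Remaining NADPH coupled via diaphorase/resazurin to fluorescence (540/590 nm); concentration-response curves normalized to no-enzyme control.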
USP1 inh – blocks the human USP1/UAF1 deubiquitinase complex | 390,000 compounds, 0.23% hits | recombinant USP1/UAF1, Ub-Rhodamine cleavage fluorescence | Potency, µM (doses to about 57.1 µM), without a hit: at the top dose activity change, negative = inhibition, most hits filed as inhibitors; note: potency is the fitted concentration of half-maximal effect; % is set by controls: 0 for no effect and ±100 for the full control effect; nearly all actives have a fitted effect of over 60% in size; inactives centre near -12
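1 nM enzyme complex + cpd, 15 min RT; start with Ub-Rho 150nM final; kinetic fluorescence ex 480/em 540, 6 reads q60 s. Buffer 50mM HEPES pH 7.8, 0.5mM EDTA, 0.1 mg/ml BSA, 1mM TCEP, 0.01% Tween-20.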
PI4K2A inh – inhibitors of human PI4K2A | purified PI4K2A, ADP-Glo luminescence, 1 h; hits give low values | AID 1346378 | 420,000 compounds, 0.13% hits | activity change, negative = inhibition, % at 76.9 µM | Q9BTU6; in the data active = activity change below about -50%; inconclusive = mostly about -30% to -49%;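 note: -100% = wells without enzyme as full effect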
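Compounds are screened against recombinant PI4K2A using PI as substrate and ATP, the latter dispensed at 300 microM. Reactions run one hour at ambient temperature before ADP-Glo detection; full inhibition defined by wells lacking enzyme.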
HP1b chromo inh – blocks HP1-beta chromodomain binding to methylated histone tails; P83916; AlphaScreen HP1-beta / biotin-H3K9me3 peptide binding; Potency, µM (series often up to 114 µM), for the others: at the highest dose activity change, negative = inhibition, hits mostly inhibitors; 390,000 compounds, 0.56% hits; note: potency is the fitted concentration of half-maximal effect; nearly all actives have a fitted effect of over 70% in size; inactives centre near 23
Target sequence (P83916 whole entry, looked up): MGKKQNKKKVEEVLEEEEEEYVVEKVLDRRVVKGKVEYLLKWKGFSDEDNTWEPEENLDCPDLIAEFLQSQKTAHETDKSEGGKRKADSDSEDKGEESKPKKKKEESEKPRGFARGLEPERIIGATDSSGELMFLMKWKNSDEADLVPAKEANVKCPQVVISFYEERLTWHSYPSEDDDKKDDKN
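Compound inhibition of the preformed complex between 50 nM HP1-beta and 50 nM biotinylated H3K9me3 peptide was read by AlphaScreen. Buffer was PBS pH 7.4 with 0.01% Tween-20. Incubations ran 30 min at room temperature, with 10 ug/mL donor/acceptor beads.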
GLS inhibitor – glutaminase GLS (human) inhibition | O94925 | GLS enzymatic activity, qHTS titration | Potency, µM (series often up to 45.5 µM), for the others: at the top dose activity change, negative = inhibition, most hits filed as inhibitors | 410,000 compounds, 0.21% hits | AID 624170; note: potency is the fitted concentration of half-maximal effect; % is set by controls: 0 for no effect and ±100 for the full control effect
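hKGA in 45 mM KH2PO4 (pH 8.2), 0.02% Tween-20 with compound, then 1mM L-Glutamine (stock as added) plus glutamate oxidase/HRP/Amplex red coupling mix. Fluorescence read initially and after 30 min at RT; signal change reflects glutamate formation.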
TrxR1 substrate – is turned over as a substrate by rat TrxR1; O89049; purified TrxR1 substrate turnover, NADPH consumption readout; Potency, µM (top dose mostly 114 µM), inactives show top-dose activity change, negative = substrate turnover; 390,000 compounds, 0.01% hits; AID 588456; note: potency is the fitted concentration of half-maximal effect; % is set by controls: 0 for no effect and ±100 for the full control effect; nearly all actives have a fitted effect of over 50% in size
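Rat TrxR1, dispensed at 90 nM, was prereduced with 400 uM NADPH (final) for 5 min at ~22 deg C, then incubated with compound 15 min before 400 uM selenite. A first-read NADPH fluorescence drop versus no-compound background flagged substrates.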
Tb PGK inh – blocks T. brucei phosphoglycerate kinase | 380,000 compounds, 0.043% hits | AID 602233 | Potency, µM (titrated, usually from 57.5 µM), for the others: at the highest dose activity change, negative = inhibition, most hits filed as inhibitors | PGK/GAPDH coupled, Kinase-Glo luminescence, 60 min; note: potency is the fitted concentration of half-maximal effect; % is set by controls: 0 for no effect and ±100 for the full control effect; nearly all actives have a fitted effect of over 60% in size
Target sequence (P07378 whole entry, looked up): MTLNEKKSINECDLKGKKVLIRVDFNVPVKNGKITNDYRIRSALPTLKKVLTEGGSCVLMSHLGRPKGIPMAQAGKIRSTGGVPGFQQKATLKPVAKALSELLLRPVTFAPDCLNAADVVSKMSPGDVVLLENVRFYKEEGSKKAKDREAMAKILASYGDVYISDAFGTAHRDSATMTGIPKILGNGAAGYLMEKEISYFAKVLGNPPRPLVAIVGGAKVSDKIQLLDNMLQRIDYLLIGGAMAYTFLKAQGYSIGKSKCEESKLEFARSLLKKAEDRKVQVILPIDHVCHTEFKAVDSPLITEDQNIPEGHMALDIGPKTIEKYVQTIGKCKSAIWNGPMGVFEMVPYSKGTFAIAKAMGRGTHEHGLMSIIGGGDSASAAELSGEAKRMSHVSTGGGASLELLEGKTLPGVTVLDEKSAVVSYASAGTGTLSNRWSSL
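Recombinant glycosomal PGK reaction used 1,3-bisphosphoglycerate generated in-well by GAPDH (100nM final) in 100mM TEA pH 7.6, 5mM MgCl2, 0.01% Tween-20. After 60 minutes at room temperature, ATP was read by Kinase-Glo Plus luminescence end-point.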
rTrxR1 inhibitor – blocks rat thioredoxin reductase 1; Potency, µM (doses to about 114 µM), for inactives: at the highest dose activity change, negative = inhibition, usual class: inhibitors; AID 588453; O89049; recombinant rTrxR1, NADPH fluorescence consumption, selenite substrate; 390,000 compounds, 1% hits; note: potency is the fitted concentration of half-maximal effect; % is set by controls: 0 for no effect and ±100 for the full control effect; nearly all actives have a fitted effect of over 65% in size
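Rat TrxR1 (90 nM in the dispensed reagent) was pre-reduced with 400 uM NADPH for 5 min at room temperature, then incubated with compound for 15 min. After 400 uM selenite was added, NADPH fluorescence (Ex 340/Em 450 nm) was followed for 8 min.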
Starred values were filed as active, the others as inactive; i = inactive; ? = inconclusive; . = no result given; [ ] = remark or other dose. Unless noted, calls come from the whole dose curve; as a rule, active = well fitted curve in the direction sought with a large enough effect; inconclusive = small, poorly fitted or top-dose-only effect, or another doubt; inactive = no such curve, though single readings can be large; an effect the other way counts as inactive or inconclusive. These rows are one share of the data; rates above refer to the full screens.

molecule | Pin1 inh | IDH1 R132H inh | USP1 inh | PI4K2A inh | HP1b chromo inh | GLS inhibitor | TrxR1 substrate | Tb PGK inh | rTrxR1 inhibitor
Cc1cc(C(=O)N2CCC(C(F)(F)F)n3nccc32)on1 (stereo unspecified) | 0% | 2% | -15% | 1 | 24% | 0% | -8%[57.1 µM] | i | 7%
COc1ccc(N2C(=O)C3CC=C(Cl)CC3C2=O)cc1 (stereo unspecified) | -20% | 0% | -27% | 10 | 14% | -2% | 13% | . | 20%
COc1cc(/C=N/NC(=O)CC23CC4CC(CC(C4)C2)C3)cc(Br)c1OCC(=O)N(C)C | 0% | -5% | 4% | 0 | -5% | 2% | -15% | -7% | -9%
Cc1ccc(S(=O)(=O)N(CC(=O)NCC2CCCO2)C2CCCCC2)cc1 (stereo unspecified) | 0% | -6% | ? | 3 | 27% | -7% | -5% | 0% | -5%
COc1ccc(S(=O)(=O)NCc2cccn2Cc2cccc(C)c2)cc1 | -1% | 0% | -10% | -5 | 18% | 1% | 3%[57.1 µM] | -6% | 4%[57.1 µM]
O=C(c1cc(-c2ccc(Cl)cc2Cl)on1)N1CCOCC1 | 1% | 3% | -8% | -6 | 33% | 1% | 2% | -1% | -6%
O=C(CCCOc1ccccc1)N1CCCc2ccccc21 | -8% | 6% | -3% | -3 | 47%[activator] | -7% | -10% | . | 13%
CC(=O)Nc1ccc2c(c1)nc(CCN1CCOCC1)n2C | -4% | 8% | -4% | -1 | 28% | -3% | 1% | -5% | 13%
O=C(CSc1nc(-c2ccccc2)c(-c2ccccc2)o1)Nc1nnc(-c2ccccc2)s1 | 11% | 0% | -16% | -4 | 10% | -2% | -9% | -1% | -21%
CCOc1ccc(C=NNC(=O)c2cccc3ccccc23)cc1OCC | -2% | -6% | 0% | 2 | 16% | -1% | 9%[57.1 µM] | -1% | 10%[11.4 µM]
CCOC(=O)N1CCN(C(=O)CN(c2ccc(C)cc2C)S(=O)(=O)c2ccccc2)CC1 | -1% | 0% | -9% | 2 | 14% | 3% | 4% | -9% | 6%
Brc1cccc(CNCCCN2CCOCC2)c1 | -1% | 0% | -23% | 2 | 37% | 13% | 6% | -1% | 6%
Cc1c(NC(=O)c2ccc3nsnc3c2)cccc1[N+](=O)[O-] | 2% | 4% | 1% | 1 | 6% | 4% | 0% | -9% | -6%
Cc1ccc(S(=O)(=O)NC2=NCN(C)CN2)cc1[N+](=O)[O-] | -2% | -5% | ? | 6 | 27% | -3% | 3% | -4% | 20%
COc1ccc(-n2c(Cc3cccn3C)nnc2SCC(=O)Nc2ccc(Cl)cc2)cc1 | 4% | 7% | -27% | -7 | -24% | -3% | -6% | i | 5%
Cc1cc([N+](=O)[O-])nn1CC(=O)NCc1ccco1 | -3% | 1% | -21% | 6 | -1% | 33%[activator] | 9%[57.1 µM] | -4% | 4%[57.1 µM]
CCC(C)NC(=O)c1cc(OC)c(OC)c(OC)c1 (stereo unspecified) | -1% | 5% | -1% | -1 | -16% | -2% | -6% | -3% | 10%
Cc1ccc(C(=O)NC(=S)Nc2ccc(S(=O)(=O)N3CCN(C)CC3)cc2)cc1 | -6% | 1% | -6% | 1 | ? | 27% | -9% | -3% | 50µM*
COc1ccc(N2CCN(C(C)C(=O)N3CCc4ccccc43)CC2)cc1 (stereo unspecified) | -1% | 15% | ? | 0 | ? | 0% | 6% | -8% | 15%[57.1 µM]
Cn1c(CCN2CCOCC2)nc2cc(NC(=O)COc3ccccc3)ccc21 | ? | 4% | 3% | 1 | 10% | 11% | -4% | -5% | 3%
COc1ccc(NC(=O)CCN2CCN(CCO)CC2)c(OC)c1 | 5% | -14% | -11% | -9 | -2% | 6% | 10% | -1% | 34%
CC(OC(=O)CCCN=C1NS(=O)(=O)c2ccccc21)C(=O)NC1CCCCC1C (stereo unspecified) | -8% | 1% | -2% | -9 | 10% | 7% | -3% | -5% | 7%
Nc1nc(SCC(=O)c2cccs2)n[nH]1 | -5% | -3% | -4% | -10 | 35% | 24% | -5% | -4% | 6%
COC(=O)c1ccc(NC(=O)N2CCC(O)(c3cccnc3)CC2)cc1 | 5% | 4% | -17% | -2 | 31% | -6% | -2% | i | 3%
CCOc1ccc(C(C)(O)CN2CCOCC2)cc1 (stereo unspecified) | -8% | 5% | -1% | 0 | 31%[activator] | 14% | 6% | i | 22%
CC1(C)C2CC=C(/C=N/NC(=S)Nc3cccnc3)C1C2 (stereo unspecified) | -2% | -8% | ? | 2 | 10% | 5% | 3% | i | 9%
O=c1c(Cl)c(NS(=O)(=O)c2ccccc2)cnn1-c1ccccc1 | -2% | -6% | -25% | -24 | 43%[activator] | 5% | -2% | 7% | 5%
CCOC(=O)c1cc(S(=O)(=O)Nc2ccc(Br)c(C)c2)[nH]n1 | -1% | -7% | -25% | -4 | 14%[57 µM] | 3% | -7%[57.1 µM] | -7% | 8%[57.1 µM]
CCN(CC(=O)Nc1c(F)cccc1F)C(=O)c1ccc(C(F)(F)F)cc1 | 1% | -7% | -19% | 1 | 34% | 0% | -5% | -6% | -1%
O=C(c1ccccc1F)N(Cc1cccnc1)Cc1cc2cc3c(cc2[nH]c1=O)OCCO3 | 23% | 20% | -6% | 0 | 39% | 13% | 33%[activator] | 7% | -3%
Cc1ccnc(NC(=O)CNC(=O)c2ccc(C)s2)c1 | 0% | 3% | -8% | -4 | 0% | -4% | 8% | -7% | 24%
Cc1nn(Cc2ccc(C(=O)Nc3ccc(C(=O)OC(C)C)cc3)o2)c(C)c1Cl | 32%[activator] | 0% | -12% | -1 | 21% | 5% | 20% | . | ?
O=C(/C=C/c1cccs1)N1CCC2(CC1)Oc1ccc(Cl)cc1C(=O)C21CC(c2ccc(Cl)cc2)=NO1 (stereo unspecified) | 0% | -22% | -19% | 5 | 0% | 0% | 0% | -3% | 18%
COc1ccc(Nc2nc(NN)nc(C)c2[N+](=O)[O-])cc1 | 0% | 15% | -15% | -2 | -17% | ? | 0%[57.1 µM] | 3% | 11%[57.1 µM]
CCC(COC)NCc1cn(-c2ccc(OC)cc2)nc1-c1cccc(F)c1 (stereo unspecified) | -7% | 8% | -17% | -6 | 34% | 2% | 12% | -4% | 4%
COc1ccc2cc3cc(C(=O)NCCCN4CCOCC4)oc3nc2c1 | -2% | 3% | -13% | 6 | 53%[activator] | -15% | . | -8% | ?
CCCn1c(=O)c2c(nc3n2CCN3Cc2ccco2)n(C)c1=O | -10% | -3% | -5% | 2 | 28% | 6% | 2% | 4% | 19%
Nc1nnc(SCCCC(=O)c2ccc(Br)cc2)s1 | -1% | 11% | 15% | 0 | 18% | 12% | 10%[57.1 µM] | -7% | 18%[57.1 µM]
Cc1nc(SCC(=O)c2ccc(Cl)s2)c2oc3ccccc3c2n1 | -2% | 2% | -18% | 5 | 38%[activator] | 1% | 14% | 0% | 17%
CC[C@H](CO)NCCN[C@H](CC)CO | -11% | 8% | -26% | -6 | 70%[activator] | -8% | 4% | i | 23%
O=C(CN1CCN(c2ccc(F)cc2)CC1)N1N=CCC1c1ccccc1 (stereo unspecified) | -4% | 0% | -22% | -1 | 16% | 33%[activator] | 5% | -1%[11.5 µM] | 18%
O=C(Nc1ccc(Cl)cc1C(F)(F)F)c1ccccc1 | -2% | 4% | 6% | -3 | 46%[activator] | -1% | -13% | -2% | -15%
C[C@@H]1CN[C@@H](CCO)/C1=C\c1ccccc1 | -10% | -6% | -27% | -4 | 45%[activator] | -4% | -2% | -12% | -4%
CCOC(=O)N1CCC(NC(=O)c2cc(S(=O)(=O)N3CCOCC3)ccc2F)CC1 | -3% | 2% | -12% | 7 | 25% | -1% | 4% | 3% | 10%
COc1ccc(NC(=O)c2cc(-c3ccccc3)on2)cc1 | 0% | 10% | 3% | 4 | 32% | 1% | -14% | 5% | -28%
CCOc1ccc(C(=O)c2nc3c(n2O)CCCC3)cc1 | -5% | -6% | 1% | 0 | 17% | 14% | -8% | -3% | -3%
O=S(=O)(Nn1c(O)c(C=C2N=c3ccccc3=N2)sc1=S)c1ccccc1 | -8% | -5% | -24% | 0 | -23% | 21% | -13% | -12% | -20%
O=C(O)/C=C/C(=O)NNC(=O)c1cccc(Br)c1 | -2% | 1% | -16% | 2 | 46%[activator] | 1% | -1% | -2% | -2%
COc1ccc2c(c1OC)C(=O)N(c1cccc(NC(C)=O)c1)C2 | -9% | -3% | -14% | 2 | 33% | 10% | 1% | 8% | 15%
COc1ccc(-c2cc(C(=O)Nc3cc(Cl)ccc3O)no2)cc1 | -4% | 7% | -13% | 3 | 22% | -7% | 7% | 1% | 26%
CCc1c(C)nc(SCC(=O)Nc2c(C)n(C)n(-c3ccccc3)c2=O)[nH]c1=O | -1% | 0% | -10% | -4 | 35% | -2% | 1% | -6% | 8%
COC(=O)C1=C(C)NC(=O)CC1c1ccc(F)c(Br)c1 (stereo unspecified) | 0% | 2% | -1% | -3 | 8% | 16% | 1% | 17% | 5%
Cc1cc(C(=O)O)ccc1-n1c(C)cc(C=C2C(=O)c3ccccc3C2=O)c1C | 23% | 9% | -12% | -5 | -15% | 0% | -8%[57.1 µM] | -8% | -11%[57.1 µM]
NC(=O)c1ccc(NCC2CCCO2)c([N+](=O)[O-])c1 (stereo unspecified) | -13% | 2% | -6% | 1 | 16% | 0% | -5% | 1% | 11%
